# Eya2 phos inh = inhibitors of human Eya2 phosphatase activity; O00167; recombinant Eya2, OMFP fluorescence dephosphorylation (OMFP is methylfluorescein phosphate); Potency, µM (highest dose often 76.9 µM), for the others: at the top dose activity, negative = inhibition, actives largely listed as inhibitors; hit rate 0.006% among 330,000; AID 488837; further: potency means the concentration at half of the fitted maximal effect; on the % scale 0 is the no-effect control and ±100 the full control effect
#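 Eya2 (0.2 uM) preincubated 10 min at ambient with compound, then OMFP substrate added at 50 uM; 10 min reaction in 50 mM HEPES pH 7.5, 50 mM NaCl, 5 uM MgCl2, 0.05% BSA, 1 mM DTT. Fluorescence read at Ex 485/Em 525 nm.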
# PKM2 activator = increases activity of human pyruvate kinase M2; hit rate 0.34% among 260,000; purified PKM2, Kinase-Glo ATP luminescence, activation; response scale: 0% is enzyme alone, no compound; Potency, µM (titrated, usually from 57.5 µM), for the others: top-dose activation, most hits filed as activators; P14618; further: potency means the concentration at half of the fitted maximal effect; on the % scale 0 is the no-effect control and ±100 the full control effect; nearly all actives have a fitted effect of over 55% in size
#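 Purified hPK-M2 (>95%) run at intermediate activity with 0.1 mM ADP and 0.5 mM PEP in 50 mM imidazole pH 7.2, KCl, MgCl2; 1 h room temperature. ATP formed read by Kinase-Glo luminescence; normalized to uninhibited and no-enzyme controls.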
# USP2a inh = inhibitors of human ubiquitin-specific protease USP2a | hit rate 0.01% among 330,000 | USP2 core, Ub-CHOP2 coupled fluorogenic reporter, 485/531 | AID 463254 | Potency, µM (top dose mostly 38.3 µM), inactives show top-dose activity change, negative = inhibition, usual class: inhibitors | O75604;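 further: potency means the concentration at half of the fitted maximal effect; plate controls were DMSO wells for no effect and full inhibition by NEM control for full effect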
#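 Cell-free coupled assay: 10nM USP2 core preincubated 30min RT with compound in Tris-HCl pH 8.0/CaCl2/CHAPS buffer, then 25nM Ub-CHOP2 and 25nM reporter substrate; fluorescence (Ex 485/Em 531) read after 60min RT, normalized to NEM inhibition, concentration-response curves fitted.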
# TSHR antagonist = blocks TSH signaling through the human TSH receptor | activity change, negative = inhibition, % at 11.5 µM | AID 504810 | P16473 | hit rate 0.2% among 330,000 | TSHR-expressing cells, TSH-stimulated cAMP HTRF, 2 h; hits give low values;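 active means activity change below a set negative limit, meaning inhibition stronger than a set level, cut at about -70% in these data; inconclusive means activity change between two set negative limits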; further: on the % scale 0 is the no-effect control and ±100 the full control effect
#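 TSHR-expressing cells, 200/well, pre-treated with compound, then stimulated with EC80 TSH (4nM final) for 2 hours at 37 deg C. cAMP measured by competitive HTRF: anti-cAMP cryptate antibody in lysis buffer plus cAMP-d2, read after 30 minutes at room temperature.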
# ASM inhibitor = blocks human secretory acid sphingomyelinase. AID 504937. Potency, µM (titrated, usually from 57.5 µM), without a hit: at the highest dose activity change, negative = inhibition, most hits filed as inhibitors. hit rate 0.006% among 340,000. placental ASM, HMU-PC fluorogenic substrate, 60 min. P17405; further: potency means the concentration at half of the fitted maximal effect
# Target sequence (P17405 47-631 limits assumed): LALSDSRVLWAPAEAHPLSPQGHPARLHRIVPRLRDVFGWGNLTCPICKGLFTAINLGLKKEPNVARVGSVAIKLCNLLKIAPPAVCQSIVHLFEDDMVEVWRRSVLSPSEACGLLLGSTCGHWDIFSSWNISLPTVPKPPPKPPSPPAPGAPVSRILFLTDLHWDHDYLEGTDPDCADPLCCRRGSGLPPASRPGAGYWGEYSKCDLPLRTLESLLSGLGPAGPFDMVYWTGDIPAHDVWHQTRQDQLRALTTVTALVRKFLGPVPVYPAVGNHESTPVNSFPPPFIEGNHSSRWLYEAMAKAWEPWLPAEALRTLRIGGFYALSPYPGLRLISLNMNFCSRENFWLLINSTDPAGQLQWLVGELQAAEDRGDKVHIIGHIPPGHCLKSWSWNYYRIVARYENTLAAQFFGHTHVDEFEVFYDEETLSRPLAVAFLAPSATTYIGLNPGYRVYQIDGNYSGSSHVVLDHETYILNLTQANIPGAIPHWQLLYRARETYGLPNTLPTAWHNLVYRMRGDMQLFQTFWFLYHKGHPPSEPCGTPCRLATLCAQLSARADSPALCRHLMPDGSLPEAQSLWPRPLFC
#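 Fluorogenic HMU-PC substrate (9 uM final) is turned over by placental ASM in 60 min at 37 C after a 10 min compound preincubation. Reaction ended by alkaline stop (pH 10), with fluorescence read at 386/447 nm.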
# MBNL1 CUG block = inhibitors of human MBNL1 binding to CUG repeat RNA; Q9NR56; AID 2675; TR-FRET MBNL1-His/biotin-(CUG)12 binding, 665/545 ratio; hit rate 0.036% among 280,000; Potency, µM (titrated, usually from 57.5 µM), for the others: at the top dose activity change, negative = inhibition, hits mostly inhibitors; active means well fitted inhibition curve with a large enough effect in the signal ratio, with a control signal flat, not every such curve was filed as active; inconclusive means small, poorly fitted or top-dose-only effect, or effect the other way, or a change in a side signal; inactive means no such curve, though single readings can be large or run the other way; the % refers to the signal ratio; further: potency means the concentration at half of the fitted maximal effect; on the % scale 0 is the no-effect control and ±100 the full control effect
#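 TR-FRET readout: Ex 340 nm, 665/545 nm emission ratio, normalized to buffer-only (basal) and MBNL1-(CUG)12 controls. Complex of MBNL1-His with Biotin-(CUG)12, compounds 92 nM–58 uM, incubated 60 min at room temperature.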
# GALK inhibitor = blocks human galactokinase activity. P51570. Purified GALK, Kinase-Glo residual ATP luminescence. Potency, µM (top dose mostly 57.5 µM), inactives show top-dose activity change, negative = inhibition, usual class: inhibitors. hit rate 0.007% among 270,000. AID 1868; further: potency means the concentration at half of the fitted maximal effect; on the % scale 0 is the no-effect control and ±100 the full control effect
# Target sequence (P51570 whole entry, looked up): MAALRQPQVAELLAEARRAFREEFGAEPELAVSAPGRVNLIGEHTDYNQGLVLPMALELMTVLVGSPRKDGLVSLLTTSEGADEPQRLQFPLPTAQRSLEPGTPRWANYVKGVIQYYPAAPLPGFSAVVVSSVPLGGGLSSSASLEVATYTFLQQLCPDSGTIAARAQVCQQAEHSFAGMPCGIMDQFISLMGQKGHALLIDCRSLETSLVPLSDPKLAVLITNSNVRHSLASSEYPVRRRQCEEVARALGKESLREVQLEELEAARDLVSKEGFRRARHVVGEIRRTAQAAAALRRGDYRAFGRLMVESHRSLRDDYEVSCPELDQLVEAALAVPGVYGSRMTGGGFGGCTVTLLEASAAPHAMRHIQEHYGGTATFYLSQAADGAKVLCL
#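 Luminescence from leftover ATP (Ultra-Glo luciferase/luciferin) served as read-out after a 1 h room-temperature reaction of 5 nM GALK with 35 uM ATP and 100 uM galactose.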
# Menin MLL FP TR = displaces Texas Red mutant MLL peptide from human menin; O00255; Menin + Texas Red MLL mutant peptide, fluorescence polarization; Potency, µM (series often up to 61.6 µM), inactives show at the highest dose FP activity change, negative = inhibition, most hits filed as inhibitors; hit rate 0.23% among 270,000; active means well fitted inhibition curve with a large enough effect in the polarisation, with a control signal flat, not every such curve was filed as active; inconclusive means small, poorly fitted or top-dose-only effect, or effect the other way, or a change in a side signal; inactive means no such curve, though single readings can be large or run the other way; the % refers to the polarisation; further: potency means the concentration at half of the fitted maximal effect; % of control where 0% means no effect; many of its hits are not listed in these tables
# Mito fusion act = blocks mitochondrial division or promotes mitochondrial fusion. Potency, µM (top dose mostly 46.1 µM), for inactives: top-dose growth rescue (activation), usual class: activators. S. cerevisiae fusion-defective mutant growth rescue, CellTiterGlo 48 h. hit rate 0.23% among 320,000;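 further: potency means the concentration at half of the fitted maximal effect; % of control where 0% means no effect; nearly all actives have a fitted effect of over 45% in size; temperature-sensitive fusion mutants such as fzo1-1 at 37 °C on non-fermentable ethanol glycerol medium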
#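 Compounds are tested for their ability to restore growth of mitochondrial fusion-defective yeast strains at non-permissive 37C in YPEG medium over 48 hours. Viability is quantified by luciferase luminescence.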
# KCNH2 WT inh = KCNH2 (human, wildtype) channel inhibition | U2OS, BacMam KCNH2, thallium flux FluxOr; hits give low values | activity change, % at 1.84 µM | hit rate 0.37% among 340,000 | AID 720551;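 active means maximum activity change below -70%; inconclusive means maximum activity change between -70% and -50%; inactive means maximum activity change above -50%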; further: on the % scale 0 is the no-effect control and ±100 the full control effect
#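 U2OS cells transduced with wild-type KCNH2 virus are loaded with FluxOr dye for 45 min, and thallium flux is measured in kinetic reads before and after stimulation buffer. Rate constants are normalized to DMSO controls.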
# Chronic BCR inh = inhibitors of chronic active B-cell receptor signaling; AID 493014; Potency, µM (doses to about 46.1 µM), for inactives: at the highest dose ratio change, negative = lower green/red ratio, most hits filed as inhibitors; hit rate 0.05% among 340,000; ABC-DLBCL IkBa-CBG/CBR reporter, luminescence ratio, 4 h; active means well fitted inhibition curve with a large enough effect in the signal ratio, with a control signal flat, not every such curve was filed as active; inconclusive means small, poorly fitted or top-dose-only effect, or effect the other way, or a change in a side signal; the % refers to the signal ratio;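 further: potency means the concentration at half of the fitted maximal effect; plate controls were basal doxycycline-induced cells for no effect and cells given 10 µM MG132 for full effect; MG132 reads +100%, hits lower the ratio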
#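 Cell line TMD8 (human ABC DLBCL), stably expressing tet-inducible CBG68-IkBa fusion and CBR; IMDM/0.5% FBS; cpd up to 46 uM; dox induction, 4 h, 37C/5% CO2; dual luminescence; green/red ratio; MG132 control.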
# An asterisk follows results filed as active; ? = inconclusive; / = no result given; [ ] = another dose, or the depositor's remark. Unless noted, the call rests on the fitted dose curve; in most records, active means well fitted curve in the direction sought with a large enough effect; inconclusive means small, poorly fitted or top-dose-only effect, or another doubt; inactive means no such curve, though single readings can be large; an effect the other way counts as inactive or inconclusive. The list is partial. The share of hits here may be higher or lower than overall.
# The line under a structure holds: Eya2 phos inh	PKM2 activator	USP2a inh	TSHR antagonist	ASM inhibitor	MBNL1 CUG block	GALK inhibitor	Menin MLL FP TR	Mito fusion act	KCNH2 WT inh	Chronic BCR inh
1) Cc1ccc(S(=O)(=O)N2CCN(CC(=O)Nc3ccccc3Cl)CC2)cc1
    3%	/	2%	3	-7%	/	/	/	7%	7	-1%
2) Cc1cc(C)nc(NNS(=O)(=O)c2ccc(F)c(Cl)c2)n1
    17%	/	2%	11	-2%	/	/	/	-2%	2	-22%
3) COc1cc(NC(=O)c2cc(Br)cc(C)c2OC)ccc1NC(=O)C(C)C
    -3%	-2%	0%	-9	-1%	4%	-1%	-20%	-4%	-16	4%
4) Cc1ccnc2nc(C(=O)NCc3ccccc3)nn12
    1%	-8%	2%	-3	-1%	-11%	1%	0%	-2%	8	1%
5) CCOC(=O)C1CCCN(C(=O)C2CCN(S(=O)(=O)c3ccc4ccccc4c3)CC2)C1 (stereo not drawn)
    -1%	-4%	1%	-22	2%	5%	0%	/	1%	11	-7%
6) CCCOc1ccccc1N/C(N)=N/c1nc(C)cc(C)n1
    0%	-2%	5%	4	7%	-7%	2%	-4%	-2%	6	-3%
7) CCN1CCCC1CNC(=O)c1cc(NC(C)=O)c(N(C)C)cc1OC (stereo not drawn)
    29%	0%	1%	21	3%	10%	1%	13%	0%	23	-10%
8) Cc1ccc(C)c(NC(=O)C2CCCN2C(=O)OC(C)(C)C)c1 (stereo not drawn)
    7%	4%	0%	17	0%	8%	0%	0%	3%	3	4%
9) CC(=O)/C(C#N)=C1\NC(=O)C(Cc2cc(Cl)ccc2Cl)S1 (stereo not drawn)
    -19%	-2%	-2%	-1	8%	-3%	4%	/	3%	-10	25%
10) O=C(NC1CCc2ccccc21)C1CCN(S(=O)(=O)c2ccc(Cl)cc2)CC1 (stereo not drawn)
    -18%	11%	4%	3	2%	-9%	-2%	8%	-4%	14	3%
11) Cc1ccc(CN=C(N)Nc2nc(C)cc(C)n2)cc1
    -10%	2%	1%	-8	1%	-4%	0%	?	2%	17	?
12) COCc1ccc(C(=O)N2CCCC(C(=O)c3ccc(Cl)cc3C)C2)o1 (stereo not drawn)
    0%	/	1%	14	0%	-9%	-2%	/	5%	7	-1%
13) COc1ccc(Oc2coc3cc(OC(=O)c4cncc(Br)c4)ccc3c2=O)cc1
    2%	1%	3%	3	13%	-5%	0%	-4%	0%	-8	0%
14) OC(COc1ccccc1)CN(Cc1ccccc1)CC(O)COc1ccccc1 (stereo not drawn)
    -26%	/	-1%	-10	3%	/	/	/	?	5	-18%
15) O=C(NCCc1nnc2ccc(NCc3cccnc3)nn12)c1ccccc1F
    12%	4%	0%	1	4%	-6%	9%	0%	-1%	2	2%

# A second format for three compounds above.
9	CC(=O)/C(C#N)=C1\NC(=O)C(Cc2cc(Cl)ccc2Cl)S1 (stereo not drawn)
11	Cc1ccc(CN=C(N)Nc2nc(C)cc(C)n2)cc1
13	COc1ccc(Oc2coc3cc(OC(=O)c4cncc(Br)c4)ccc3c2=O)cc1

entry no.	9	11	13
Eya2 phos inh	-19%	-10%	2%
PKM2 activator	-2%	2%	1%
USP2a inh	-2%	1%	3%
TSHR antagonist	-1	-8	3
ASM inhibitor	8%	1%	13%
MBNL1 CUG block	-3%	-4%	-5%
GALK inhibitor	4%	0%	0%
Menin MLL FP TR	/	?	-4%
Mito fusion act	3%	2%	0%
KCNH2 WT inh	-10	17	-8
Chronic BCR inh	25%	?	0%

# The results go on:
# The line under a structure holds: Eya2 phos inh	PKM2 activator	USP2a inh	TSHR antagonist	ASM inhibitor	MBNL1 CUG block	GALK inhibitor	Menin MLL FP TR	Mito fusion act	KCNH2 WT inh	Chronic BCR inh
16) Cc1cccc(CCNC(=O)c2cccc(NC3=NC4CS(=O)(=O)CC4S3)c2)c1 (stereo not drawn)
    ?	-8%	1%	-5	7%	0%	/	-6%	0%	16	-11%
17) CCO[C@@H]1OC(C(=O)NCc2ccccc2)=C[C@H](C2CCCCC2)[C@H]1CCCO
    -13%	0%	-6%	-8	-1%	0%	-1%	?	9%	0	1%
18) O=C(NNS(=O)(=O)c1ccc(CCCl)cc1)C(O)(c1ccccc1)c1ccccc1
    0%	6%	-1%	-4	-4%	4%	/	-2%	3%	-3	3%
19) Cc1cc(NC(=O)CCN2C(=O)C3C4CCC(C4)C3C2=O)cc(C)c1Br (stereo not drawn)
    -20%	-19%	-1%	10	-6%	3%	1%	5%	13%	3	-1%
20) COc1ccccc1OCc1ccc(C(=O)N(C)c2ccccc2)o1
    7%	-2%	0%	24	3%	3%	-6%	2%	3%	-6	-7%
21) Cc1occc1-c1nnc(SCC(=O)NCc2ccc3c(c2)OCO3)n1CC(C)C
    -13%	-3%	0%	15	0%	-9%	1%	-19%	1%	2	-1%
22) CCOc1ccc2[nH]c(=O)c(C(c3nnnn3Cc3ccco3)N3CCN(C)CC3)cc2c1 (stereo not drawn)
    -23%	-7%	-1%	15	479%[activator]	?	1µM*	2%	-27%	0	/
23) O=C(Cn1nc(-c2ccccc2)nc1-c1ccccc1)N1CCOCC1
    1%	2%	-1%	-15	4%	-2%	1%	13%	-2%	16	-1%
24) C=C(C)Cn1c(=O)c2c(nc3n2CCCN3Cc2ccccc2)n(C)c1=O
    -10%	6%[0.46 µM]	-2%	-5	-1%	2%	0%	-21%	6%	-19	14%
25) Nc1cccc2c1C(=O)N(CCOc1ccc(F)cc1)C2=O
    -3%	-4%	2%	-12	321%[activator]	46%[activator]	2%	-1%	22%	-9	?
26) CN(C)S(=O)(=O)N(CCN1CCOCC1)Cc1ccccc1F
    17%	?	0%	6	6%	-4%	-3%	11%	0%	5	-9%
27) O=C(NC1CCN(Cc2ccccc2)CC1)c1ccccc1F
    2%	5%	3%	22	4%	2%	10%	1%	1%	4	1%
28) Cc1cccc(C(=O)OCC(=O)c2c(N)n(CC(C)C)c(=O)n(C)c2=O)c1[N+](=O)[O-]
    4%	/	3%	-12	-1%	/	/	/	5%	-2	1%
29) Cc1ccc(F)cc1NC(=O)c1ccc(NS(=O)(=O)c2ccc(Br)s2)cc1
    -6%	4%	5%	-15	-12%	-4%	-3%	?	?	2	0%
30) CN(C)CCCNS(=O)(=O)c1cc(Cl)ccc1Cl
    3%	4%	-1%	-1	2%	1%	-2%	9%	-3%	0	15%
31) O=C(NCCCN1CCCC1)C1CCN(C(=O)c2cc3sccc3n2Cc2ccc(F)cc2)CC1
    7%	3%	6%	1	2%	-3%	2%	-11%	-1%	-4	?
32) Cc1oc(-c2ccc(Cl)cc2)nc1CN1CCC(C(=O)NCCCN2CCCC2=O)CC1
    -13%	0%	0%	-14	5%	-2%	2%	1%	-1%	27	-11%
33) CC(C)C1CC(O)(C2(O)CCCCC2)ON1 (stereo not drawn)
    12%	3%	2%	6	1%	4%	2%	11%	-2%	-4	9%
34) COc1ccc(C2C(C(C)=O)=C(O)C(=O)N2CCO)c(OC)c1 (stereo not drawn)
    10%	-6%	-1%	3	3%	8%	2%	0%	4%	-2	2%
35) Cc1ccc(N/N=C2\CCS(=O)(=O)c3sccc32)cc1
    12%	6%	0%	-7	-20%	4%	6%	10%	8%	2	-13%
36) COc1cc(CNC2CCCCCC2)cc(OC)c1OC
    /	0%	/	/	1%	11%	6%	-10%	-1%	-10	/
37) N#CCCn1cc(CNC2CCC(O)CC2)c2ccccc21 (stereo not drawn)
    -1%	-6%	-7%	9	-1%	-10%	-2%	-2%	0%	0	-2%
38) CC1CCCC(C)N1C(=O)COC(=O)c1ccc([N+](=O)[O-])o1 (stereo not drawn)
    6%	/	1%	-1	0%	/	/	/	/	-3	1%

# Assay outcomes: PubChem, National Center for Advancing Translational Sciences (NCATS)
